Bioassay records as filed in PubChem.
Bim-Bfl-1 = disrupts Bim binding to human Bfl-1; Bead-based flow cytometry, Bim-Bfl-1 binding inhibition; inhibition, % at 10 µM; 190,000 compounds, 0.12% hits;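 further: 0% = wells without compound plus tracer and 100% = blocker peptide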
Bim-Bcl-B = disrupts Bim peptide binding to human Bcl-B; Q9HD36; bead-based flow cytometry; inhibition, % at 10 µM; 190,000 compounds, 0.073% hits; AID 951;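 further: 0% = tracer peptide without compound and 100% = reference inhibitor peptide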
Mcl1-Bid inh = disrupts binding of human Mcl-1 to Bid peptide. inhibition, % at 21.7 µM. AID 1021. TR-FRET Mcl-1/Bid-Dy647 peptide binding, 1536-well. 220,000 compounds, 0.97% hits. Q07820;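 active means compounds that cut the binding signal by more than half at the single screening dose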;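 further: His-tagged Mcl-1 with europium anti-His antibody binding Bid BH3 peptide; 0% = Mcl-1 plus peptide wells and 100% = peptide-only wells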
Target sequence (Q07820 whole entry, looked up): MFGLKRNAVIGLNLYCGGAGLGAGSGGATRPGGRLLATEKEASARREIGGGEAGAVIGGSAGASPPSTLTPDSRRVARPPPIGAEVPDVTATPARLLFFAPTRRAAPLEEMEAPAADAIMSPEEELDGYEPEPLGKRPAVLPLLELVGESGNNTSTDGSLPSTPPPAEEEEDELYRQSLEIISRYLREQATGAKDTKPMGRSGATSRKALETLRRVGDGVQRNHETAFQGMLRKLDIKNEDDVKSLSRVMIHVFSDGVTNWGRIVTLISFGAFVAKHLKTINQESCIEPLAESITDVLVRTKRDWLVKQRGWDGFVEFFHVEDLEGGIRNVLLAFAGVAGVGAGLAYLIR
RGS4-Gao reg = modulates binding of RGS4 to human Galphao; P09471; Multiplexed bead flow cytometry; actives lie on both sides; binding response (% of control), % at 10 µM; 220,000 compounds, 0.33% hits; in the data active means binding response below about 49% or above about 150%; inactive means in between;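 further: fluorescent Galphao activated with aluminum fluoride binding bead-coupled RGS4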
RGS8-Gao reg = regulators of human RGS8-Galphao interaction | multiplexed bead flow cytometry, RGS8-Galphao binding; actives lie on both sides | 220,000 compounds, 0.34% hits | response (percent of control binding), % at 10 µM | AID 1423 | P09471; in the data active means response below about 60% or above about 140%; inactive means in between;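 further: Galphao activated as the GDP aluminium fluoride complex binding bead-coupled RGS8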
Mcl-1 Bim block = disrupts Bim peptide binding to human Mcl-1; AID 1009; inhibition, % at 10 µM; 190,000 compounds, 0.1% hits; Q07820; Bead-based flow cytometry, Bim peptide-Mcl-1 binding;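 further: 0% = no compound tracer wells and 100% = peptide blocker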
Bcl-W Bim block = human Bim-Bcl-W interaction inhibition. bead-based flow cytometry, Bim peptide-Bcl-W binding. 190,000 compounds, 0.02% hits. inhibition, % at 10 µM. Q92843. AID 952;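 further: 0% = bound tracer without compound and 100% = peptide blocker; higher means less fluorescent Bim peptide bound to Bcl-W beads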
Target sequence (Q92843 whole entry, looked up): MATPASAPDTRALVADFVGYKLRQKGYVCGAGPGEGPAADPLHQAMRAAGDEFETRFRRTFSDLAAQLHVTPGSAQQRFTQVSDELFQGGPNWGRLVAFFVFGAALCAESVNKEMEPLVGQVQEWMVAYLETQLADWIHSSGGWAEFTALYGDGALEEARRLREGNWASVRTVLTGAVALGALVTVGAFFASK
RGS7-Gao reg = regulators of human RGS7-Galphao interaction. 220,000 compounds, 0.35% hits. P09471. Multiplexed bead flow cytometry, RGS7-Galphao binding; actives lie on both sides. binding response (% of control), % at 10 µM; in the data active means binding response below about 49% or above about 150%; inconclusive means no clear call, values can overlap the other calls; inactive means in between;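 further: fluorescent Galphao held in activated GDP-AlF4 state binding bead-coupled RGS7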
Mcl1 Noxa PPI = disrupts binding of human Mcl-1 to Noxa peptide | Q07820 | 220,000 compounds, 1.5% hits | AID 1022 | TR-FRET Mcl-1/Noxa peptide binding, 2 h | inhibition, % at 21.7 µM;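 active means compounds that cut the protein-peptide binding signal by more than 50% relative to plate controls in a single-dose test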;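 further: His-tagged Mcl-1 with rhodamine Noxa BH3 peptide and terbium anti-His antibody; 0% = Mcl-1 plus Noxa peptide wells and 100% = peptide-only wells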
Bcl-2 Bim block = disrupts Bim peptide binding to human Bcl-2; Bead-based flow cytometry, Bim peptide-Bcl-2 binding; inhibition, % at 10 µM; 190,000 compounds, 0.06% hits; in the data active means inhibition above about 40%; inconclusive means no clear call, values can overlap the other calls;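 further: 0% = no compound wells with probe peptide and 100% = reference peptide inhibitor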
Target sequence (P10415 whole entry, looked up): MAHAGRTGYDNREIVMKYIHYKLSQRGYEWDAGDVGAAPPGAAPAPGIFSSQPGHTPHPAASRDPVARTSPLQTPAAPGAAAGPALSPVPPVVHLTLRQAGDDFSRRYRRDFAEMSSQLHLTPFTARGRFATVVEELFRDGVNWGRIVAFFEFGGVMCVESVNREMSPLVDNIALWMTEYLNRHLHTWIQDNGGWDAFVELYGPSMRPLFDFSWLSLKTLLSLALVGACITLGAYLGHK
Bcl-XL Bim block = human Bim-Bcl-XL interaction inhibition; inhibition, % at 10 µM; 190,000 compounds, 0.04% hits; Bim peptide-Bcl-XL binding, bead flow cytometry, fluorescence; Q07817
Target sequence (Q07817 whole entry, looked up): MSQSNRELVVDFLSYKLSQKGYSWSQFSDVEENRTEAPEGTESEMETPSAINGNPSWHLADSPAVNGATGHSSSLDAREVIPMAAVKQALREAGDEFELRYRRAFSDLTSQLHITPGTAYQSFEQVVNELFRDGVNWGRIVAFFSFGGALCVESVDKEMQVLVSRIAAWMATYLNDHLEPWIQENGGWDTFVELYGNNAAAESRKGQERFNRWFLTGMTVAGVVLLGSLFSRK
* = called active by the depositor; ? = inconclusive; / = not tested or not shown. Unless noted, no stated cut-off is given here; in the data, active means inhibition above about 40%.

Compound,Bim-Bfl-1,Bim-Bcl-B,Mcl1-Bid inh,RGS4-Gao reg,RGS8-Gao reg,Mcl-1 Bim block,Bcl-W Bim block,RGS7-Gao reg,Mcl1 Noxa PPI,Bcl-2 Bim block,Bcl-XL Bim block
COc1ccc(NS(=O)(=O)c2cccc(C(=O)NNC(=O)c3cc(C)oc3C)c2)cc1,-2,-2,-20,99,103,-5,-1,98,-13,-9,-6
O=C(C1=C[C@H](c2ccc3c(c2)OCO3)C[C@H](OCc2ccc(CO)cc2)O1)N1CCOCC1,-6,-6,33,99,99,-1,-4,94,0,-2,-1
O=C1C(Nc2ccccc2)=C2CCCC=C2N1c1ccccc1,-6,-6,-16,105,99,1,4,104,-19,-5,0
COc1ccc(S(=O)(=O)NCc2ccc3c(c2)OCO3)cc1C(=O)O,-8,-2,-11,99,100,0,8,99,-6,-6,1
COc1ccc(N2CCN(C(=O)c3ccncc3)CC2)cc1,-7,-8,1,88,93,-2,1,83,17,-8,-3
C#CCOCCOCCOCCNc1nc(N2CCN(C(=O)[C@H](CCCCN)n3cc([C@@H](N)CC(C)C)nn3)CC2)nc(N2CCN(C(=O)[C@H](CCCCN)n3cc([C@@H](N)CC(C)C)nn3)CC2)n1,-4,0,42,110,106,1,0,119,13,0,-1
COc1ccc(-c2cc(-c3cccs3)c(C#N)c(SCC(=O)NCc3ccccc3)n2)cc1,1,2,-5,102,100,1,0,101,-11,3,0
COC(=O)[C@@H]1C[C@@H]2CC[C@@H](O)C[C@@H]2N1Cc1ccc(C(F)(F)F)cc1,/,/,-4,99,103,/,/,?,19,/,/
CCOC(=O)Cn1c(=NC(=O)C(C)C)sc2c(C)cc(C)cc21,/,/,3,101,100,/,/,?,13,/,/
CC1CCCC/C1=N/Nc1ccc([N+](=O)[O-])cc1[N+](=O)[O-] (configuration not stated),-9,-7,6,112,98,0,0,106,14,-6,-17
CCCS(=O)(=O)Nc1c(C(=O)O)[nH]c2ccc(OC)cc12,/,/,-57,98,100,/,/,?,10,/,/
COc1ccc(CCN(Cc2cc3cccc(C)c3n3nnnc23)C(=O)c2ccncc2)cc1OC,-5,-5,-3,97,99,0,0,97,15,-1,-3
CC(/C=N/n1c(-c2ccc(Cl)cc2)n[nH]c1=S)=C\c1ccco1,4,-17,24,100,101,-3,-5,103,64*,1,-6
CCN(CC)S(=O)(=O)c1ccc(NC(=S)NC(=O)C(C)C)cc1,0,-5,-37,108,104,-4,-2,103,9,-2,-2
CCCCN(C(=O)c1cc(OC)c(OC)c(OC)c1)C1=CC2CCC(C1)N2C (configuration not stated),-10,-8,2,99,103,-3,0,100,-2,-6,-16

(more compounds)
Compound,Bim-Bfl-1,Bim-Bcl-B,Mcl1-Bid inh,RGS4-Gao reg,RGS8-Gao reg,Mcl-1 Bim block,Bcl-W Bim block,RGS7-Gao reg,Mcl1 Noxa PPI,Bcl-2 Bim block,Bcl-XL Bim block
COc1ccc(NC(=O)N2CCC(c3nc4ccccc4[nH]3)CC2)cc1,5,4,-17,98,99,0,-2,89,17,6,0
CCOC(=O)c1cnc2nc(C)nn2c1N,-6,-5,-11,102,101,0,-2,114,-16,-2,-4
CCOc1cc(N2CCOCC2)c(OCC)cc1NC(=S)NCCCOC,-2,-4,-42,92,95,0,0,89,20,2,0
COc1ccc(-c2cc(C(=O)N3CCN(c4ccccn4)CC3)c3ccccc3n2)cc1,0,-2,14,114,121,-3,-2,112,-6,-1,-2
Cc1ccc(/C=C(\C#N)C(=O)NCCN2CCOCC2)cc1,-4,-4,-32,99,104,2,-3,99,10,0,-1
Cc1cc(/C=C2/NC(=S)NC2=O)c(C)n1-c1cccnc1,1,-2,-5,100,99,0,-3,99,-29,5,0
O=C(CCNC(=O)c1ccccc1)N/N=C/c1ccc([N+](=O)[O-])cc1,-3,0,-28,95,97,0,-2,?,12,0,0
COc1ccc(CC2CCOC2=O)cc1 (configuration not stated),/,/,-8,94,92,/,/,96,9,?,/
O=C(CN1CCN(Cc2ccc3c(c2)OCO3)CC1)Nc1cc(S(=O)(=O)N2CCCC2)ccc1Cl,-5,-4,-11,93,94,-3,0,?,16,-5,-1
O=C1C=C(Nc2ccc(Cl)cc2)CC(c2ccco2)C1 (configuration not stated),4,-2,-24,104,100,0,-1,101,1,4,0
c1coc(-c2ccnc3nc(-n4cccc4)nn23)c1,-5,-8,8,93,100,-4,-3,97,62*,-6,-3
Cc1ccc(-c2nn(-c3ccccc3)cc2/C=C/C(=O)Nc2cccc(S(N)(=O)=O)c2)cc1,-5,-5,-10,97,98,0,-3,?,7,-4,-2
COc1ccc(OC)c(NC(=O)C2CCCN(S(=O)(=O)c3cccc4nonc34)C2)c1 (configuration not stated),-14,-7,-6,103,100,-1,-2,99,-3,-13,-10
CC(=O)Nc1cc(C(C)C)c(O)c(C(C)C)c1,-14,-9,-21,98,102,-3,2,102,-8,-9,-7
CCOc1ccc(CN2CCNC(=O)C2CC(=O)OC)cc1 (configuration not stated),-6,-7,-20,99,99,-2,0,102,0,-10,-5

Continued:
Compound,Bim-Bfl-1,Bim-Bcl-B,Mcl1-Bid inh,RGS4-Gao reg,RGS8-Gao reg,Mcl-1 Bim block,Bcl-W Bim block,RGS7-Gao reg,Mcl1 Noxa PPI,Bcl-2 Bim block,Bcl-XL Bim block
Cn1cnnc1SCC(=O)c1ccc2c(c1)OCCO2,-8,-3,10,102,98,0,0,102,9,-6,-3
CCOC(=O)c1ccc(NC(=O)CCc2nc(-c3ccc(C)cc3)no2)cc1,-14,-9,8,102,101,0,2,99,-16,-4,-4
CCOC(=O)COc1ccc2nsnc2c1Cl,2,3,/,104,102,4,3,102,/,4,4
O=C(OCCN1C(=O)c2ccccc2C1=O)c1ccc(S(=O)(=O)N2CCCCCC2)cc1,-2,-10,14,108,110,0,-3,104,26,-10,-9
CCOc1ccc(-n2c(C)c(C(=O)OC)c3cc(O)ccc32)cc1,/,/,-17,103,101,/,/,?,4,/,/
CCC(=O)Nc1ccc(N/C(N)=N/c2nc(C)cc(C)n2)cc1,/,/,-3,103,107,/,/,?,2,/,/
COc1ccc(NC(=O)C2Cc3ccccc3C(=O)O2)cc1 (configuration not stated),/,/,-30,95,98,/,/,?,18,/,/
C=CCn1c(COc2ccc(Cl)cc2)nnc1SCC(=O)N/N=C/c1cccc(O)c1,0,0,-15,99,103,1,0,101,21,1,-1
CC(C)C(C)NC(=O)CSc1nnc(-c2c[nH]c3ccccc23)o1 (configuration not stated),5,4,5,96,97,-2,1,103,9,0,0
C#CCOCCOCCOCCNc1nc(N2CCN(C(=O)Cn3cc(CCCCN)nn3)CC2)nc(N2CCN(C(=O)Cn3cc(CCCCN)nn3)CC2)n1,-3,-5,5,103,102,-2,-3,102,9,-1,-2
Clc1ccc(-c2c[nH]c3ccccc23)nn1,-5,-1,-26,98,102,1,1,103,-2,-2,1
COC(=O)c1cc(NC2c3ccccc3C(=O)N2CCN2CCOCC2)cc(C(=O)OC)c1 (configuration not stated),-13,-6,-13,99,101,-1,0,98,1,-7,-3
COc1ccc(CN2CCN(C(=O)C3CCN(S(=O)(=O)c4cccs4)CC3)CC2)c(OC)c1OC,-7,-2,-10,101,99,0,0,102,-3,-4,-3
COc1ccccc1C(=O)Nc1ccccc1C(=O)N1CCCC1,-10,-11,-7,99,100,-1,0,101,-12,-13,-3
Fc1ccc(/C=N/Nc2nc(-c3cccnc3)nc3ccccc23)cc1,/,/,13,96,98,/,/,?,18,/,/

The listing continues.
Compound,Bim-Bfl-1,Bim-Bcl-B,Mcl1-Bid inh,RGS4-Gao reg,RGS8-Gao reg,Mcl-1 Bim block,Bcl-W Bim block,RGS7-Gao reg,Mcl1 Noxa PPI,Bcl-2 Bim block,Bcl-XL Bim block
COc1ccc2nc3ccccc3nc2c1NC(=O)c1ccc(Br)cc1,0,-3,23,99,105,-2,-2,101,18,0,-4
CCN(C(=O)c1cccc(Br)c1)c1ccccc1,-1,-5,-5,102,107,-3,-1,103,9,-1,-4
CCc1ccc(C(=O)COC(=O)c2cc([N+](=O)[O-])ccc2NCCO)cc1,-2,-5,-21,101,95,-6,-2,100,17,-5,-4
CC1(C)Cc2ccccc2-c2nnc(C(F)(F)F)n21,0,-4,-3,108,104,-3,-2,107,-15,0,-5
CCOc1ccc(NS(=O)(=O)c2cc(NC(=O)CCS(=O)(=O)c3ccc(C)cc3)ccc2OC)cc1,0,-8,-40,99,97,-3,0,98,-6,0,-7
O=C(NC1CCCCC1)C(c1cccnc1)N(C(=O)c1ccc(Cl)nc1)C1CCCCC1 (configuration not stated),-4,-3,-4,100,100,0,-2,104,-13,0,-4
Cc1ccc(-n2nnc3c(=O)n(Cc4ccccc4C)cnc32)cc1,-8,-6,-15,102,100,0,0,102,-21,-4,-4
Cn1c2ccccc2c2ncn(Cc3ccco3)c(=O)c21,-1,-1,-7,101,99,-2,-4,101,14,-4,-4
CN(C)C(CNC(=O)CCCc1c[nH]c2ccccc12)c1ccco1 (configuration not stated),-13,-7,-103,92,94,-1,2,95,11,-8,5
O=C(c1ccc2c(=O)n(C3CCCC3)c(=S)[nH]c2c1)N1CCc2ccccc21,1,-3,-28,100,101,-4,-3,100,-7,-1,-6
O=[N+]([O-])c1cccc(S(=O)(=O)N2CCC(c3nc(-c4ccncc4)no3)CC2)c1,-11,-2,-35,98,101,4,4,103,-3,0,0
COc1ccccc1/C=N/Nc1nccnc1Cl,-16,-6,-5,95,98,-5,-2,99,5,-11,-7
COC(=O)c1ccccc1NS(=O)(=O)c1ccc(O)c(C(=O)O)c1,1,2,24,98,95,0,0,94,27,-4,4
CCOC(=O)N1CCN(Cc2c(F)cccc2F)CC1,-2,0,52*,106,103,-3,0,106,28,-1,-1
O=C(O)C(=O)/C(=C\c1ccccc1)c1ccc2ccccc2n1,-14,-6,11,102,100,-2,0,102,16,-5,-7

Further records.
Compound,Bim-Bfl-1,Bim-Bcl-B,Mcl1-Bid inh,RGS4-Gao reg,RGS8-Gao reg,Mcl-1 Bim block,Bcl-W Bim block,RGS7-Gao reg,Mcl1 Noxa PPI,Bcl-2 Bim block,Bcl-XL Bim block
COC(=O)c1cccc(NC(=O)Nc2ccc(Cl)cc2Cl)c1,/,/,-3,104,102,/,/,?,4,/,/
N#C/C(=C\c1ccc(C#N)cc1)C(=O)N1CCCC1,-10,-2,-2,97,97,0,-2,96,-11,0,-2
Cc1ccc(O)c(NC2=C(Cl)C(=O)N(Cc3ccccc3)C2=O)c1,58*,22,56*,97,93,33,51*,90,88*,37,35
C=C(CC)C(=O)c1ccc(OCC(=O)O)c(Cl)c1Cl,-1,-2,16,101,103,-1,-1,103,10,0,0
CCOC(=O)CSc1nnc(CSc2nc3ccccc3s2)n1C,0,0,-2,101,99,-1,0,101,4,-2,0
Cc1ccc(S(=O)(=O)c2nc(NCCCn3ccnc3)sc2Cl)cc1,0,4,-37,102,99,0,-1,96,5,0,1
O=C(O)c1ccc(-c2ccco2)n1Cc1ccccc1,-14,-4,-79,101,100,0,-1,104,7,-11,-4
Cc1cccc(N2CCN(C(=O)C3COc4ccccc4O3)CC2)c1C (configuration not stated),-4,-3,-3,98,100,1,-2,94,20,0,-3
COC(=O)CNC(=O)C12CC3(C)CC(C)(CC(C)(C3)C1)C2,-1,1,-7,98,101,1,0,101,3,-1,0
Oc1ccc2ccccc2c1C=NCc1ccccc1,/,/,-7,75,86,/,/,?,17,/,/
Cc1ccc(S(=O)(=O)C2(C(=O)N3CCCCCC3)CC2)cc1,-18,-8,-7,100,99,-5,-4,100,-9,-9,-4
